KCNH2 3.1 inh: KCNH2 3.1 (human) potassium channel inhibition; U2OS KCNH2 3.1, thallium flux FluxOr; stronger effect = lower value; activity change, % (tested at about 1.8 µM); hit rate 0.95% among 340,000; AID 720553;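 active = maximum activity change below -70%; inconclusive = maximum activity change from -70% to -50%; inactive = maximum activity change above -50%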;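 also: thallium influx rate constant from kinetic fluorescence after stimulation buffer; % is scaled to controls: 0 for no effect and ±100 for the full control effect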
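FluxOr-based Tl+ influx in U2OS cells transduced with KCNH2 3.1 virus; rate constants normalized to DMSO controls.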
NPC1 prom act: activates the NPC1 promoter; Huh7 NPC1 promoter luciferase reporter, 24 h; hit rate 2.4% among 320,000; Potency, µM (top dose mostly 9.22 µM), for inactives: top-dose activation, actives largely listed as activators;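 also: potency is read from the fitted curve at half-maximal effect; % of control where 0% means no effect; nearly all actives have a fitted effect of over 60% in size; reporter is driven by a mutant NPC1 promoter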
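In 1536-well qHTS, Huh7 cells harboring an NPC1 promoter–luciferase construct received compound for 24 h; activation was quantified by luminescence following luciferase reagent addition.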
Tb PFK block: blocks T. brucei phosphofructokinase. O15648. T. brucei PFK, ADP-Glo luminescence. Potency, µM (series often up to 57.5 µM), inactives show at the top dose activity, negative = inhibition, hits mostly inhibitors. hit rate 0.17% among 330,000. AID 485367;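 also: potency is read from the fitted curve at half-maximal effect; 0% = uninhibited 1x PFK enzyme wells and -100% = no-enzyme wells; nearly all actives have a fitted effect of over 60% in size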
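In TEA buffer at pH 8.0 with 5 mM MgCl2, enzyme (1.25 nM) converted F6P (0.5 mM) and ATP (0.1 mM) for 45 min at room temperature. ADP product was read by luciferase luminescence.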
ELG1 genotoxic: inducers of genotoxicity in HEK293T ELG1-luciferase cells | HEK293T ELG1-luciferase reporter, luminescence, 16 h | Potency, µM (series often up to 46 µM), without a hit: at the top dose activity change, positive = activation, usual class: activators | hit rate 1.3% among 330,000 | AID 504466; also: potency is read from the fitted curve at half-maximal effect; % of control where 0% means no effect; nearly all actives have a fitted effect of over 60% in size
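Reporter readout depends on ELG1 protein level, which increases with genetic stress. After 16 hr compound exposure at 37 °C, luciferase activity was quantified using ONE-Glo.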
Rab9 prom act: Rab9 promoter activation; hit rate 2.8% among 320,000; Potency, µM (series often up to 9.22 µM), inactives show at the top dose activation, negative = inhibition, most hits filed as activators; Huh7 Rab9 promoter-luciferase reporter, luminescence, 24 h; also: potency is read from the fitted curve at half-maximal effect; % of control where 0% means no effect; nearly all actives have a fitted effect of over 60% in size
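Huh7 reporter line, Rab9 promoter upstream of luciferase. Compound exposure 24 h at 37 °C in reduced-serum medium with 10% FBS. Read-out: luminescence.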
RORg inh: ROR gamma (mouse) transcription inhibition | P51450 | Drosophila S2 Gal4-RORgamma UAS-luciferase reporter, 20 h | Potency, µM (highest dose often 53.6 µM), inactives show top-dose activity change, negative = inhibition, most hits filed as inhibitors | hit rate 5.4% among 310,000 | AID 2551; also: potency is read from the fitted curve at half-maximal effect; % is scaled to controls: 0 for no effect and ±100 for the full control effect; nearly all actives have a fitted effect of over 60% in size
Target sequence (P51450 whole entry, looked up, the tested form may be a part): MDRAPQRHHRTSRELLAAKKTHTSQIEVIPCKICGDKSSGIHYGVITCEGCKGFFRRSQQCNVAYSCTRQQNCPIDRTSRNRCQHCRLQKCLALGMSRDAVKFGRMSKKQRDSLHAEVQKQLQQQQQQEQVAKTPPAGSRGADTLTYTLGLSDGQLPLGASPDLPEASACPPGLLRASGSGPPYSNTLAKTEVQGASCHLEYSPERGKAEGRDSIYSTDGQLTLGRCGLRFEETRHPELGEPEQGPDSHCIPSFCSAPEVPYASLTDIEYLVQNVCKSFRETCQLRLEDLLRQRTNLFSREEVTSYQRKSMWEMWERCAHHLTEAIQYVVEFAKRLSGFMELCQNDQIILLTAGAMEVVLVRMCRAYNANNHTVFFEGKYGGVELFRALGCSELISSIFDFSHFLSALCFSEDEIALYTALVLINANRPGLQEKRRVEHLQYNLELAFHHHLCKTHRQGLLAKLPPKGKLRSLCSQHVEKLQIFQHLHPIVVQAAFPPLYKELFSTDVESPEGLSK
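Drosophila Schneider cells stably carrying a metallothionein-driven Gal4 DBD–ROR gamma fusion and a UAS-Photinus luciferase reporter were exposed to compound for 1 hr, then induced with copper sulfate (700 uM final) for 20 hr at ambient temperature before luminescence reading.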
FLuc counter: inhibits or activates purified firefly luciferase, miR-21 counter-screen. P08659. purified FLuc, Km substrates, luminescence inhibition. Potency, µM (highest dose often 57.5 µM), for inactives: at the highest dose activity change, negative = inhibition, hits mostly inhibitors. hit rate 6.9% among 360,000. AID 588342;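 also: potency is read from the fitted curve at half-maximal effect; plate controls were vehicle for no effect and reference inhibitor for full effect; nearly all actives have a fitted effect of over 55% in size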
Target sequence (P08659 whole entry, looked up): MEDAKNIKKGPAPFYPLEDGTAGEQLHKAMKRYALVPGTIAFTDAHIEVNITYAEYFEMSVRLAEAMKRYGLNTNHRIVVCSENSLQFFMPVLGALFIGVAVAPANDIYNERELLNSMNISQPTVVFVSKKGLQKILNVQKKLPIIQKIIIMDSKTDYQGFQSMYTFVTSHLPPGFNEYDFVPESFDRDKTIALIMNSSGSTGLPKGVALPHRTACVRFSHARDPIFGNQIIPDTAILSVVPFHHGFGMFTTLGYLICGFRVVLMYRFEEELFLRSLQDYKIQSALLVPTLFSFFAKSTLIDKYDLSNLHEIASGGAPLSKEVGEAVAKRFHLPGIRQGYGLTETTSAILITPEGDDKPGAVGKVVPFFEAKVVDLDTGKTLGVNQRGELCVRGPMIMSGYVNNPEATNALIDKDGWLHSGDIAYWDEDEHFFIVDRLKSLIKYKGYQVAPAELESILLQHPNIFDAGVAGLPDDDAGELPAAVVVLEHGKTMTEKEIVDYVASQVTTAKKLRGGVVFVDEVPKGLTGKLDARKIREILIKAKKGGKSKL
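Purified P. pyralis luciferase (10nM final) with 10uM D-luciferin and 10uM ATP (Km levels) in 50mM Tris acetate pH 7.5, 10mM Mg acetate, 0.01% Tween-20, 0.05% BSA; qHTS 6-point titration, ~60 µM downward; luminescence read.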
Giardia kill: Giardia lamblia killing | Giardia lamblia trophozoite viability | activity change, % at 7.66 µM, hits read low | hit rate 0.15% among 340,000; in the data active = activity change below about -80%; inconclusive = between about -30% and that limit;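 also: parasites exposed to compound for two days anaerobically before the ATP read; % is scaled to controls: 0 for no effect and ±100 for the full control effect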
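Killing of trophozoites was scored by loss of ATP luminescence after a 48 hrs anaerobic exposure to compounds at 37 deg C, using 100 cells per well.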
uPA surface inh: inhibitors of cell surface uPA generation. cell surface uPA generation assay, qHTS. Potency, µM (highest dose often 38.3 µM), for the others: top-dose activity change, negative = inhibition, most hits filed as inhibitors. hit rate 0.31% among 330,000. AID 540303; active = well fitted inhibition curve with a large enough effect; inconclusive = small, poorly fitted or top-dose-only effect; inactive = no such curve, though single readings can be large or run the other way; tested in mouse RAW 264.7 cells; also: potency is read from the fitted curve at half-maximal effect; % is scaled to controls: 0 for no effect and ±100 for the full control effect; nearly all actives have a fitted effect of over 55% in size
Gal4-VP16 FLuc: counter-screen for ROR gamma inhibitors: Gal4-VP16 reporter | Drosophila S2 Gal4-VP16 UAS-luciferase, luminescence, 20 h | Potency, µM (titrated, usually from 53.6 µM), for the others: top-dose activity, negative = inhibition, hits mostly inhibitors | hit rate 3.5% among 310,000;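 also: Gal4-VP16 expression switched on by copper sulfate through the metallothionein promoter; potency is read from the fitted curve at half-maximal effect; % is scaled to controls: 0 for no effect and ±100 for the full control effect; nearly all actives have a fitted effect of over 50% in size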
FBPA coupling cs: counter-screen for Giardia aldolase inhibitors: coupling enzyme system; coupling enzyme system counterscreen, AmpLite Red fluorescence; activity change, negative = inhibition, % at 58.2 µM, hits read low; hit rate 0.67% among 290,000; in the data active = activity change below about -30%; also: % is scaled to controls: 0 for no effect and ±100 for the full control effect
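Final compound at 57.5 uM, incubated 10 min at RT with coupling enzyme reagent (glyceraldehyde-3-phosphate), then 20 min with substrate and AmpLite Red detection. Fluorescence read at 525/598 nm; tests interference with the coupling assay, not aldolase inhibition.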
An asterisk follows results filed as active; u = inconclusive; x = not tested or not shown; [ ] = another dose, or the depositor's remark. Unless noted, calls follow the shape of the dose curve; as a rule, active = well fitted curve in the direction sought with a large enough effect; inconclusive = small, poorly fitted or top-dose-only effect, or another doubt; inactive = no such curve, though single readings can be large; an effect the other way counts as inactive or inconclusive. Random draw from the library (roughly 14% active in at least one column).

SMILES	KCNH2 3.1 inh	NPC1 prom act	Tb PFK block	ELG1 genotoxic	Rab9 prom act	RORg inh	FLuc counter	Giardia kill	uPA surface inh	Gal4-VP16 FLuc	FBPA coupling cs
COC(=O)N/N=C/c1cn(Cc2ccc(F)cc2)c2ccccc12	-20.9	-0.1%	-2.8%	-5.8%	-5.2%	45.2%	1.9%	1.7	3.3%	2.6%	-2.1
COc1ccc(S(=O)(=O)N2CCC(C(=O)NC3CC3)CC2)cc1	-5.7	-2.1%	-1.4%	3.0%	2.6%	-9.2%	1.5%	-5.3	-0.2%	1.3%	1.6
Cc1cccc(C(=O)Nc2cccc(OC(=O)c3cccc(C)c3)c2)c1	4.6	9.7%	8.9%	u	2.8%	6.1%	-26.2%	-6.8	-11.7%	-7.9%	2.0
CNC(=S)NCCc1ccc(OC)c(OC)c1	1.8	7.2%	2.1%	2.4%	8.7%	-20.8%	-4.3%	-2.7	-1.7%	-4.5%	0.9
CN(Cc1ccco1)C(=O)c1ccc(OC2CCN(Cc3ccccn3)CC2)cc1	1.8	0.1%	1.0%	-0.1%	-1.5%	-0.2%	0.7%	14.5	-3.5%	-16.7%	x
O=C(C1=C[C@H](C2CCCCC2)C[C@H](OCc2ccc(CO)cc2)O1)N1CCOCC1	1.0	-2.5%	0.4%	-0.7%	0.6%	33.8%	-2.7%	-4.4	5.6%	18.7%	3.1
C/C=C/c1ccc(OCCOCCNCc2ccccc2)c(OC)c1	-15.5	-0.8%	1.3%	-4.6%	-4.4%	0.1%[1.91 µM]	-1.1%	3.1	1.3%	0.9%	-3.1
COc1ccc(CNC(=O)COC(=O)CCOc2ccc(C)cc2)cc1OC	16.6	-0.6%	-9.0%	-0.4%	-1.0%	x	u	4.9	2.6%	x	x
CCCN(CCC)CCNC(=O)C1CC(=O)N(c2ccc(OC)cc2)C1c1ccc(OC)cc1 (stereo unspecified)	-10.2	1.6%	3.5%	-0.1%	-9.1%	1.1%	-0.5%	-3.2	-3.1%	-1.5%	0.4
COc1cccc(NC(=O)C2CCCCC2)c1	1.5	17.6%	-4.2%	2.6%	13.3%	u	u	11.0	1.5%	-4.9%	0.5
Cc1ccc(NC(=O)[C@@H](CC(C)C)NC(=O)[C@@H]2Cc3ccccc3CN2)cc1	1.6	-8.1%	3.3%	14.5%	0.2%	7.3%	-16.0%	-19.2	-15.2%	0.6%	2.9
COc1cccc(CNC(=O)COC(=O)c2ccc(Cl)s2)c1	1.7	x	-4.1%	1.5%	x	x	x	-9.2	-1.9%	x	x
O=C(CCC(=O)OCc1ccc(C(=O)Oc2ccccc2)cc1)Nc1cccc2ccccc12	-8.1	-3.4%	-1.4%	0.2%	-1.4%	-0.4%	-13.1%	2.1	1.1%	3.4%	-1.1
Cc1cc(NC(=O)CNC(=O)C2CCCCC2)no1	-1.6	0.4%	-2.8%	-1.2%	-5.9%	16.9%	2.4%	-1.7	0.7%	0.4%	-1.1
Cc1nn(CC(=O)NC2CCCC2)c(C)c1[N+](=O)[O-]	14.4	4.5%	0.6%	0.2%	0.1%	x	x	-9.9	2.3%	x	x
CN1CCSc2ccc(C(=O)NCc3cccc(F)c3)cc21	3.5	-2.3%	-15.6%	3.9%	3.8%	21.3%	-8.2%	8.0	22.6%	-11.0%	2.2
O=C(CSc1nnc(-c2ccncc2)n1Cc1ccco1)c1ccc(Cl)cc1	-8.2	-2.4%	-5.3%	-7.1%	-3.3%	-12.1%	5.7%	-15.2	-0.1%	-1.9%	2.0
N#CCNC(=O)C1c2ccccc2Oc2ccccc21	-16.6	0.1%	-6.2%	-3.8%	-0.3%	5.9%	-1.3%	11.3	1.6%	-5.9%	0.0
CC1=CC2=NC(=O)CC(C)(C(=O)N(CC(=O)NC3CCCC3)c3cc(C)cc(C)c3)N2C=C1 (stereo unspecified)	17.3	-2.8%	1.1%	0.8%	-0.4%	3.5%	0.0%	6.8	3.2%	1.8%	5.2
Cc1cc(SCc2ccc(Br)cc2)nc(=O)[nH]1	9.7	14.7%	-1.3%	2.8%[9.26 µM]	27.2%	42.1%	-2.6%	-9.3	2.5%	-23.6%	5.4
Fc1ccc(NC2=NCCCCC2)cc1	-11.6	0.6%	0.2%	0.4%	-2.9%	-1.1%	-0.5%	8.5	0.6%	1.6%	1.1
O=C(O)c1cccc(N=C2NC(=O)C(CO)(CO)S2)c1	4.0	0.8%	1.3%	0.4%	0.7%	-33.9%[1.91 µM]	2.5%	-9.1	-1.6%	-0.8%	-0.2
COc1cccc(NC(=O)NCc2cccn2C)c1	3.9	1.2%	2.1%	6.9%	21.2%	10.2%	u	3.2	0.0%	-0.3%	-0.8
CCN(CC)C(=O)c1sc(N)c(C#N)c1C	-0.9	0.9%	-0.6%	3.7%	4.6%	u	1.5%	-15.0	1.0%	-3.9%	0.4
O=C(Cn1nc(Cl)nc1Cl)c1ccc(F)cc1	3.3	-2.6%	0.5%	0.6%	-1.0%	21.3%	-0.2%	-6.0	2.2%	-12.9%	1.0
Cc1nn(CC(=O)N2CCc3ccccc32)c(C)c1S(=O)(=O)NC(C)(C)C	-21.4	x	3.9%	1.2%	x	x	x	2.5	-0.2%	x	x
COc1ccc2oc(-c3ccccc3)c(C(=O)N3CCOCC3)c2c1	-0.8	6.9%	2.9%	-12.2%	-5.3%	13.8%	-7.5%	14.7	-6.5%	1.3%	2.3
O=C(COc1cc2oc(=O)c3c(c2cc1Cl)CCC3)NCCCn1ccnc1	2.8	1.5%	2.6%	5.3%	-3.2%	-12.6%	0.3%	23.1	-14.6%	-5.5%	x
O=C(Cn1cc2c(n1)CCCC2)NCc1cccs1	-1.4	3.3%	-2.2%	-3.8%	1.8%	32.8%	1.0%	3.6	-11.1%	-1.3%	0.5
CCOc1ccc(-c2nnn(CC(=O)NCc3ccccc3)n2)cc1	-28.1	-12.6%	-0.5%	14.5%	-1.1%	-86.4%	-2.3%	-6.9	-2.9%	-17.0%	-0.1
COc1cc(/C=C/c2cc[n+](C)cc2)ccc1OCC(=O)Nc1ccc(Cl)c(Cl)c1	-3.1	-0.1%	-11.5%	-8.9%	-2.8%	-29.8%	-8.7%	-14.3	-0.9%	-11.1%	-9.6
COc1ccc(Cl)cc1NC(=O)C(C)N1CCc2ccccc21 (stereo unspecified)	-1.5	0.5%	1.2%	-4.9%	-10.0%	6.0%	-1.4%	-0.2	x	1.7%	0.2
CC(=O)Nc1ccccc1NC(=O)C/C(C)=N/NC(=O)c1cccnc1	-10.4	1.0%	-0.9%	0.2%	-3.3%	4.7%	-0.3%	-16.2	-0.2%	4.2%	1.6
Cc1cc(NC(=O)COC(=O)C(Cc2ccccc2)NC(=O)c2ccco2)no1 (stereo unspecified)	-18.3	0.1%	-2.0%	-7.0%	-1.4%	14.5%	0.0%	11.5	-3.7%	-10.9%	1.5
CCC1CCCCN1S(=O)(=O)c1ccc2[nH]c(=O)ccc2c1 (stereo unspecified)	-25.0	-6.0%	-6.5%	4.4%	2.2%	-40.8%	0.3%	9.6	-8.0%	6.7%	-2.8
COc1ccccc1CNC(=O)COC(=O)Cc1ccc(Br)cc1	-3.0	x	0.0%	4.5%	x	x	x	-8.6	-0.8%	x	x
COc1ccccc1C(=O)N1CCN(c2ccc(N3CCOCC3)nn2)CC1	2.8	0.2%	-0.2%	4.4%	-2.3%	x	11.2%	-26.1	-19.8%	x	x
Cn1c(=O)oc2cc(S(=O)(=O)NCCN3CCN(c4ccccc4)CC3)ccc21	4.5	-3.7%	-5.4%	6.9%	4.8%	19.5%	6.8%	-4.3	-10.3%	3.2%	-0.9
O=C(CN1CCN(c2ccccc2)CC1)c1ccc2cc[nH]c2c1	-19.0	4.9%	0.9%	3.3%	-4.0%	38.9%	-8.0%	-22.9	-10.8%	19.1%	-7.2
Cc1cc2nc(N3C(=O)CNC3=S)sc2cc1C	-6.0	0.447µM*	-0.3%	18.3µM*	0.447µM*	1µM*	0.536µM*	u	-14.8%	3.16µM*	-0.2
Cn1cc(/C=C(\NC(=O)c2ccccc2Cl)C(=O)NCCCN2CCOCC2)c2ccccc21	-3.3	-17.6%	-1.5%	-2.6%	0.4%	-3.3%	-0.1%	-13.4	8.8%	-10.4%	x
Cc1nnc(SCC(=O)NCc2ccco2)[nH]c1=O	4.6	-0.3%	-4.1%	-4.1%	-5.3%	-1.5%	4.3%	-10.4	4.5%	10.5%	-10.6
Nn1c(SCc2ccc(Br)cc2)nnc1-c1ccccn1	13.1	0.7%	-1.5%	-0.1%	4.4%	4.4%	-14.0%	6.8	2.6%	-11.4%	0.4
COc1cc(C(C)=O)ccc1OC(=O)CN1C(=O)c2ccccc2C1=O	17.6	-2.9%	-11.1%	-1.0%	-5.6%	-12.1%	-2.0%	-1.8	4.6%	5.4%	1.9
O=C(CCN1C(=O)S/C(=C\c2ccccc2)C1=O)NCCCn1ccnc1	9.2	-2.4%	-1.4%	0.8%[9.26 µM]	-0.8%	21.5%	-11.2%	0.3	4.7%	3.5%	-0.6

Screening results as filed in PubChem.
